SIRT5 inh: blocks human SIRT5 desuccinylation of peptide | Q9NXA8 | Purified SirT5, succinyl-peptide AMC, trypsin-coupled fluorescence | inhibition, % at 15 µM | 330,000 compounds, 1.1% hits | AID 652115; in the data active = inhibition above about 15%; inconclusive = no clear call, values can overlap the other calls
Target sequence (Q9NXA8 whole entry, looked up): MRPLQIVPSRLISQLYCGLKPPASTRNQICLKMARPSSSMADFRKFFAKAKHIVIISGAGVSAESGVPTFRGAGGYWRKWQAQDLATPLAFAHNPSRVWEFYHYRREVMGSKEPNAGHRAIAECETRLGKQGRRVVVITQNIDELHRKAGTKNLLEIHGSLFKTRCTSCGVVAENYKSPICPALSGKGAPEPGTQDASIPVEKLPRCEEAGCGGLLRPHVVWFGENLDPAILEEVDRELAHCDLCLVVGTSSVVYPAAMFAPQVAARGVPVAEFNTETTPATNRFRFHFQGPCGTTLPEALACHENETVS
ARNT TACC3 PPI: disrupts binding between human ARNT and TACC3. Q9Y6A5. AID 623870. AlphaScreen His-ARNT PAS-B/GST-TACC3 binding, luminescence; TACC3 fragment carries E629A point mutation. inhibition, % at 9.99 µM. 390,000 compounds, 0.66% hits;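 active = mean inhibition of replicates at least 50% and at least half of replicates each reaching 50%; inconclusive = half or more replicates reach 50% but mean below 50%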;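 also: 0% = complete ARNT plus TACC3 wells and 100% = ARNT alone without TACC3; many hits fall short of the cut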
ERp5 inh: blocks human ERp5 reductase activity on insulin; AID 651711; 350,000 compounds, 0.05% hits; inhibition, % at 9.99 µM; ERp5 insulin aggregation, absorbance 650 nm, 90 min; Q15084;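 active = mean replicate inhibition above about 25%, with every replicate also reaching it, limit read from the data, passing the limit was not always enough; inconclusive = only one of those two criteria met; inactive = neither criterion met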
Target sequence (Q15084 whole entry, looked up): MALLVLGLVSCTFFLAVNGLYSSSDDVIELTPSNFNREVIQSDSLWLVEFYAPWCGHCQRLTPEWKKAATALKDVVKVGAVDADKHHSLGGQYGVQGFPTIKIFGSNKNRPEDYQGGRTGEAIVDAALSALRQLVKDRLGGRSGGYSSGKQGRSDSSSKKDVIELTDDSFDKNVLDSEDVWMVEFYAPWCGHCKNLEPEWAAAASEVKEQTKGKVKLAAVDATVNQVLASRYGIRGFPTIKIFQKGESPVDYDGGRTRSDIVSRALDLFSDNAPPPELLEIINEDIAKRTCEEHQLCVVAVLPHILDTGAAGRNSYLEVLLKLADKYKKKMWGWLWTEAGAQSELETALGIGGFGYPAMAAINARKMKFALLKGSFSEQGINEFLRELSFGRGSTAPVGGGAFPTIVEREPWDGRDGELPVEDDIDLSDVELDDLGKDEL
Cneo AK release: causes C. neoformans cell lysis; lysis activity, % at 15 µM; 360,000 compounds, 0.2% hits; adenylate kinase release luminescence, 4 h; normalised: neutral wells 0, clomiphene wells 100; AID 651654;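 active = mean lysis activity across replicates of at least 80%, whatever share of replicates individually reach that level; inactive = mean lysis activity below 80%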
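read-out = cell lysis signal | test system = log-phase Cryptococcus neoformans yeast cells | input = cells at 5 × 10^6 per mL | medium = fresh YPD growth medium | signal = luminescent adenylate kinase detection reagent | timing = 4 h at 37 °C static, read 1 h later | dosing = single dose | controls = Clomiphene as positive lysis control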
miR122 inh: inhibitors of miR-122 in Huh7 cells. Huh7 miR-122 Renilla luciferase sensor, 48 h; neutral wells = 0, positive control = 100. activation (reporter increase), % at 12.5 µM. 340,000 compounds, 0.3% hits;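 active = mean replicate activation score at least 90 and every replicate individually at or above 90; inconclusive = only one of the two criteria met; inactive = neither criterion met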;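 also: higher luciferase means less miR-122 activity so hits act as miR-122 inhibitors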
C2C12 statin: suppressors of simvastatin-induced myotoxicity in C2C12 myotubes; ATP luminescence, 48 h; scaled: DMSO 0, geranylgeraniol control 100; rescue of ATP level, % at 7.49 µM; 330,000 compounds, 0.78% hits;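 active = mean ATP rescue above about 67%, or every replicate alone reaching that limit, limit read from the data, passing the limit was not always enough; inconclusive = no clear call, values can overlap the other calls; inactive = mean under the limit and some replicate under it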;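 also: myotubes were challenged with 10 µM simvastatin during compound exposure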
esBAF inh: blocks esBAF chromatin remodeling in mouse ES cells; reporter increase, % at 12.5 µM; 350,000 compounds, 2% hits; Bmi1-luciferase knock-in reporter, 24 h; 100% = twice the neutral-well signal; in the data active = activation above about 40%; inconclusive = no clear call, values can overlap the other calls;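 also: 0% = median of the plate's neutral control wells and 100% = double that signal; a rise in the Bmi1 reporter signal indicates esBAF inhibition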
Starred values were filed as active, the others as inactive; ? = inconclusive; / = not tested or not shown; & = joins results of further samples; [ ] = dose if it differs, or a comment.

SMILES	SIRT5 inh	ARNT TACC3 PPI	ERp5 inh	Cneo AK release	miR122 inh	C2C12 statin	esBAF inh
COc1ccc(CNC(=O)N(C)C[C@H]2OCc3ccccc3-c3c(n(C)c4ccccc34)C(=O)N([C@@H](C)CO)C[C@@H]2C)cc1	5	4	-5	0	/	/	-1
Cc1csc(C(=O)NCC(=O)NNC(=O)c2cccc(Cl)c2)c1	-2	8	0	0	/	7	-2
CCCC(=O)Nc1ccc2c(c1)C(=O)N(C)[C@@H]1CC[C@@H](CC(=O)N3CCCCC3)O[C@H]1CO2	0	-5	3	1	6[16.7 µM]	-3	-4
CCCC#Cc1ccc([C@H]2[C@@H](C#N)N(S(C)(=O)=O)[C@H]2CO)cc1	3	0	0	-2	/	-10	1
COc1ccccc1NC(=O)N1C[C@@H](O)COC[C@@H]2O[C@H](CC(=O)N3CCC(Cc4ccccc4)CC3)CC[C@H]21	/	-3	/	-3	-6[16.7 µM]	28	1
CNC[C@H]1Oc2ccc(NC(=O)Nc3c(C)noc3C)cc2CC(=O)N([C@@H](C)CO)C[C@@H]1C	2	/	-2	-11	-1[16.7 µM]	9	1
Cc1ccccc1Nc1nnc(C)c(=O)n1N	-11	1	6	3	-6	1	-3
CSc1ccc(C(=O)NC2CCSc3ccccc32)cc1 (stereo not drawn)	2	-5	6	-4	21	5	13
C[C@H](CO)N1C[C@H](C)[C@H](CN(C)C(=O)Nc2cccc3ccccc23)OCCCC[C@H](C)Oc2ccc(NS(C)(=O)=O)cc2C1=O	3	32	-3	-2	-7[16.7 µM]	/	1
O=C(CC(F)(F)F)N1C[C@H]2[C@@H](c3ccccc31)[C@H](CO)N2C(=O)C1CCCC1	4	-2	1	-5	0[16.7 µM]	-2	6
CCc1nc2ccc(C(=O)NCc3ccc4c(c3)OCO4)cn2c1N(C)Cc1cccs1	/	/	3	0	-15	-7	13
C[C@@H]1CCCCO[C@H](CN(C)S(=O)(=O)c2ccccc2)[C@@H](C)CN([C@H](C)CO)C(=O)c2cc(NS(C)(=O)=O)ccc2O1	0	-7	-4	0	-6[16.7 µM]	-18	-1
COc1ccc(Cl)cc1-c1nc(SCC(=O)NCCN2C(=O)CSC2=O)n[nH]1	/	1	/	/	3	3	-10
O=C(C[C@H]1CC[C@H]2[C@@H](COC[C@@H](O)CN2S(=O)(=O)c2cccc(F)c2)O1)NCCCN1CCOCC1	5	-6	5	-4	4[16.7 µM]	-8	15
Cc1ccc(NC(=O)C2CC(=O)Nc3ncnn32)cc1Cl (stereo not drawn)	-1	-3	4	1	3	/	/
Cc1nc(C)c(C(=O)OCC(=O)N2CCN(c3ccccc3)CC2)s1	/	0	/	-1	-25	8	-2
O=C(CSc1nnc(-c2ccco2)o1)NC(=O)Cc1ccccc1	/	1	/	-1	0	9	-13
COCC(=O)Nc1ccc2c(c1)[C@@H]1C[C@@H](CC(=O)OC)O[C@@H](CO)[C@@H]1O2	/	-7	/	0	4[16.7 µM]	6	-3
Cc1ccc(NC(=O)Nc2ccc3c(c2)C(=O)N(C)[C@@H]2CC[C@@H](CC(=O)O)O[C@@H]2CO3)cc1	3	-3	0	37	6[16.7 µM]	7	-1
CSCC[C@H](NC(=O)N1CCn2c1nc1ccccc12)C(=O)NCc1ccc2c(c1)OCO2	0	1	3	-4	-3	-34	-3
Cc1ccc(C)c(OCCC(=O)Nc2ccc3c(c2)OCO3)c1	-3	-1	-3	-1	7	9	0
Cc1noc(C)c1S(=O)(=O)Nc1ccc2c(c1)C(=O)N([C@@H](C)CO)C[C@H](C)[C@@H](CN(C)CC1CCCCC1)OCCCC[C@H](C)O2	3	2	-1	1	0[16.7 µM]	-111	1
CC(C)(C)c1ccccc1NC(=S)NC1CCCC1	-1	/	2	7	-2	2	-4
COC(=O)CNC(=O)CNC(=O)c1nn(-c2ccc(OC)c(Cl)c2)c(=O)c2ccccc12	/	-4	/	-1	6	-10	-7
O=C(C[C@@H]1CC[C@@H]2[C@H](COC[C@H](O)CN2C(=O)c2ccncc2)O1)NC1Cc2ccccc2C1	-2	-4	3	3	-2[16.7 µM]	-15	3
COc1cc(C=O)c(Cl)cc1OCC(N)=O	1	0	0	/	/	/	/
O=[N+]([O-])c1cccc(-c2noc3c2-c2nc(Cc4cccc5ccccc45)sc2CC3)c1	/	3	5	-3	-5	-9	-4
COc1cc(NC(=O)CCNS(=O)(=O)c2ccc3c(c2)CCC(=O)N3)cc(OC)c1	0	3	6	7	-1	3	1
Cc1coc2cc3oc(=O)c(Cc4ccccc4)c(C)c3cc12	-7	-2	4	/	/	/	/
Cc1ccc(S(=O)(=O)N[C@H]2CC[C@@H](CCn3cc(C(C)C)nn3)O[C@@H]2CO)cc1	-1	0	0	6	/	-3	6
O=C(O)c1ccc(S(=O)(=O)Nc2ccc(F)c(Cl)c2)cc1	/	-3	/	-1	27	/	/
COc1ccc(OC)c(S(=O)(=O)NCCCN2CCOCC2)c1	2	-4	-9	4	-6	1	-3
Cc1cc(/C=N/NC(=O)C(O)(c2ccccc2)c2ccccc2)c(C)n1-c1cccc(C(=O)O)c1	11	-2	3	-2	-16	16	6
O=C(Cc1ccc(NC(=O)C2CCCN(C(=O)C3CCCCC3)C2)cc1)Nc1ccc(C(=O)N2CCOCC2)cc1 (stereo not drawn)	1	-4	-1	0	-2	2	-2
CC(=O)c1c(Cl)nc2cccc3c2c1-c1ccccc1C3=O	0	-1	1	0	-6	8	-6
CC1CCCC(NC(=S)NC(=O)c2cncc(Br)c2)C1C (stereo not drawn)	-3	0	-2	/	/	/	/
CCCCCc1nnc(N)s1	/	-1	/	4	-3	-2	-1
O=C(Nc1cccnc1)c1sc2cccc(F)c2c1Cl	-1	-3	-4	1	7	12	?
COC(=O)C[C@@H]1CC[C@H]2[C@@H](COc3ccc(NC(=O)c4cnccn4)cc3C(=O)N2C)O1	-1	5	1	0	6[16.7 µM]	23	-4
COc1cccc(CN2CCN(S(=O)(=O)c3ccc(NC(C)=O)cc3)CC2)c1OC	-5	2	5	/	/	/	/
Cc1c(C(=O)Nc2cnccn2)oc2ccccc12	1	0	0	0	1	-89	61*
C[C@@H]1CN([C@H](C)CO)C(=O)CCCn2nncc2CO[C@@H]1CN(C)C(=O)Nc1cccc(F)c1	-1	-12	-1	-1	0[16.7 µM]	-6	3
CCCSc1nnc(C(C)C)n1N	/	-7	/	1	-4	-16	-1
Cc1ccc(S(=O)(=O)c2c(C)cc(C)nc2N2CCOCC2)cc1	-2	-1	1	-1	-6	-6	4
CC(C)NC(=O)N(C)C[C@H]1Oc2ncc(C#CCc3ccccc3)cc2C(=O)N([C@@H](C)CO)C[C@H]1C	5	3	2	57	-3[16.7 µM]	13	-8
O=C(Nc1nc2ccccc2c(=O)[nH]1)c1ccccc1SCc1ccccc1	1	-13	5	1	-2	-15	0
COc1ccc(C(=O)Cn2c(Br)nc3c2c(=O)n(C)c(=O)n3C)cc1OC	/	-4	/	0	-9	-3	19
COc1ccc(CCNC(=O)c2ccc(CSc3ccccc3)o2)cc1	0	1	1	/	/	/	/
CCCc1nc2scc(-c3ccc(C)cc3)c2c(=O)n1N	/	-1	/	-1	-12	/	40
COC(=O)C1C(=O)c2c(C)noc2CC1(C)C (stereo not drawn)	2	-4	4	-3	/	4	2
COCCn1c(C)cc(C(=O)CSc2ncn[nH]2)c1C	/	30	/	-1	1	1	26
NC(=O)CSc1nnc(-c2cnccn2)n1Cc1ccco1	2	/	4	-1	-2	/	/
O=[N+]([O-])c1ccc(-c2nnc3n2CCCCC3)cc1	0	9	0	2	/	11	-7
CC(=O)c1ccc(NC(=S)NC(=O)/C=C/c2ccc(F)cc2)cc1	3	-3	-2	-1	/	-6	20
Cc1ccc(CC(=O)Nc2ccc(S(=O)(=O)Nc3nccc(C)n3)cc2)cc1	-1	/	-3	0	3	6	-2
CC(C)C(C(=O)NC1CCCC1)N(CC1CCCO1)C(=O)CNS(=O)(=O)c1ccc(F)cc1 (stereo not drawn)	-1	-3	0	0	-3	8	-1
CCN(CC)C(=O)c1[nH]cnc1C(=O)Nc1ccc(Cl)cc1	1	4	4	-3	-1	-10	-2
O=C(N/N=C/c1ccco1)c1csc2c1CCCC2	16*	3	5	/	/	/	/
CC(=O)C1=CCC(c2cccc(Cl)c2)N(S(=O)(=O)c2ccc(C)cc2)C1 (stereo not drawn)	-2	/	5	-1	21	10	4
CC(C)(C)NC(=O)C1CC(=O)N(CCc2ccc(F)cc2)C1 (stereo not drawn)	2	2	-1	0	0	7	-2

More entries.
SMILES	SIRT5 inh	ARNT TACC3 PPI	ERp5 inh	Cneo AK release	miR122 inh	C2C12 statin	esBAF inh
CC(CCc1ccco1)NC(=O)CSc1cc(=O)n(C)c2ccccc12 (stereo not drawn)	/	-4	/	-1	0	1	-4
C[C@H](CO)N1C[C@H](C)[C@@H](CN(C)S(C)(=O)=O)Oc2ccc(NC(=O)Cn3cnnn3)cc2C1=O	-6	-5&-2	-4&0	-1&0	-5[16.7 µM]	-2	5&-1
COc1ccc2nc(NC(=O)C3CCCN(S(=O)(=O)c4cccc5nonc45)C3)sc2c1 (stereo not drawn)	/	-1	/	0	3	-13	1
O=C(C[C@@H]1C[C@H]2c3cc(NC(=O)Nc4ccccc4F)ccc3O[C@H]2[C@H](CO)O1)NC1CCCC1	0	-12	-4	1	4[16.7 µM]	10	13
CCCCNC(=O)CCCCCn1c(=O)[nH]c2cc(C(=O)OC)ccc2c1=O	-3	10	0	/	/	/	/

A draw from above in order of formula weight, descending:
SMILES	SIRT5 inh	ARNT TACC3 PPI	ERp5 inh	Cneo AK release	miR122 inh	C2C12 statin	esBAF inh
C[C@H](CO)N1C[C@H](C)[C@@H](CN(C)S(C)(=O)=O)Oc2ccc(NC(=O)Cn3cnnn3)cc2C1=O	-6	-5&-2	-4&0	-1&0	-5[16.7 µM]	-2	5&-1
CC(C)C(C(=O)NC1CCCC1)N(CC1CCCO1)C(=O)CNS(=O)(=O)c1ccc(F)cc1 (stereo not drawn)	-1	-3	0	0	-3	8	-1
COc1ccc2nc(NC(=O)C3CCCN(S(=O)(=O)c4cccc5nonc45)C3)sc2c1 (stereo not drawn)	/	-1	/	0	3	-13	1
Cc1ccc(CC(=O)Nc2ccc(S(=O)(=O)Nc3nccc(C)n3)cc2)cc1	-1	/	-3	0	3	6	-2
CC(=O)C1=CCC(c2cccc(Cl)c2)N(S(=O)(=O)c2ccc(C)cc2)C1 (stereo not drawn)	-2	/	5	-1	21	10	4
CCCCNC(=O)CCCCCn1c(=O)[nH]c2cc(C(=O)OC)ccc2c1=O	-3	10	0	/	/	/	/
CCN(CC)C(=O)c1[nH]cnc1C(=O)Nc1ccc(Cl)cc1	1	4	4	-3	-1	-10	-2
NC(=O)CSc1nnc(-c2cnccn2)n1Cc1ccco1	2	/	4	-1	-2	/	/
CC(C)(C)NC(=O)C1CC(=O)N(CCc2ccc(F)cc2)C1 (stereo not drawn)	2	2	-1	0	0	7	-2
CCCc1nc2scc(-c3ccc(C)cc3)c2c(=O)n1N	/	-1	/	-1	-12	/	40
COCCn1c(C)cc(C(=O)CSc2ncn[nH]2)c1C	/	30	/	-1	1	1	26
O=C(N/N=C/c1ccco1)c1csc2c1CCCC2	16*	3	5	/	/	/	/
O=[N+]([O-])c1ccc(-c2nnc3n2CCCCC3)cc1	0	9	0	2	/	11	-7
COC(=O)C1C(=O)c2c(C)noc2CC1(C)C (stereo not drawn)	2	-4	4	-3	/	4	2

Compound activity (PubChem)

Rows are unselected (roughly 4% active in at least one column).
